# JMJD2A Tudor inh – inhibitors of human JMJD2A Tudor domain | hit rate 4.4% among 390,000 | AlphaScreen JMJD2A-Tudor / H3K4me3 peptide binding | Potency, µM (titrated, usually from 114 µM), without a hit: top-dose activity change, negative = inhibition, usual class: inhibitors | O75164 | AID 504339; also: % is scaled to controls: 0 for no effect and ±100 for the full control effect; nearly all actives have a fitted effect of over 50% in size
# Pol iota inh – blocks human DNA polymerase iota activity; hit rate 1% among 390,000; Pol iota fluorescent replication assay, 10 min; Q9UNA4; AID 588590; Potency, µM (doses to about 115 µM), for inactives: at the highest dose activity, negative = inhibition, actives largely listed as inhibitors
#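 Fluorescent replication assay read twice, at 0 min and 10 min after adding 50 nM (final) substrate. Enzyme (10 nM) and compounds were first incubated 15 min at room temperature; enzyme-free buffer wells were negative controls.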
# BLM helicase inh – blocks DNA unwinding by human BLM helicase | hit rate 0.2% among 350,000 | Potency, µM (titrated, usually from 56.1 µM), for inactives: top-dose activity change, negative = inhibition, usual class: inhibitors | AID 2528 | P54132 | recombinant BLM DNA unwinding, fluorescence dequenching;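 also: plate controls were vehicle for no effect and no enzyme for full effect; nearly all actives have a fitted effect of over 35% in size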
# Pin1 inhibitor – blocks the human prolyl isomerase Pin1; Pin1 FP peptide displacement, HiFluor488, 10 min; Potency, µM (titrated, usually from 115 µM), for the others: top-dose activity, negative = inhibition, hits mostly inhibitors; hit rate 0.009% among 390,000; active = well fitted inhibition curve with a large enough effect in the polarisation, with a control signal flat, not every such curve was filed as active; inconclusive = small, poorly fitted or top-dose-only effect, or effect the other way, or a change in a side signal; inactive = no such curve, though single readings can be large or run the other way; the % refers to the polarisation; also: % is scaled to controls: 0 for no effect and ±100 for the full control effect
# BAZ2B block – BAZ2B (human) inhibition; Q9UIF8; AlphaScreen BAZ2B-H3K14Ac peptide displacement; Potency, µM (highest dose often 114 µM), for the others: top-dose activity change, negative = inhibition, usual class: inhibitors; hit rate 4.4% among 360,000; AID 504333; also: % is scaled to controls: 0 for no effect and ±100 for the full control effect; nearly all actives have a fitted effect of over 60% in size
#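 AlphaScreen displacement of biotin-H3(5-23)K14Ac peptide (50 nM final) from BAZ2B (50 nM final) in PBS pH 7.4, 0.01% Tween-20; complex preformed 30 min RT, then compounds (top 110 uM) 30 min RT, beads 20 min dark.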
# GLS inhibitor – blocks human kidney-isoform glutaminase activity. O94925. GLS enzymatic activity, qHTS titration. Potency, µM (highest dose often 45.5 µM), for inactives: at the highest dose activity change, negative = inhibition, hits mostly inhibitors. hit rate 0.21% among 410,000. AID 624170; also: % is scaled to controls: 0 for no effect and ±100 for the full control effect
#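 Two-point fluorescence kinetic (t0, 30 min RT) for hKGA; glutamate detected via glutamate oxidase–HRP–Amplex Red. Substrate: 1 mM L-glutamine solution; buffer 45 mM KH2PO4, pH 8.2.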
# PGK inhibitor – T. brucei PGK inhibition; PGK/GAPDH coupled, Kinase-Glo luminescence, 60 min; P07378; Potency, µM (top dose mostly 57.5 µM), for inactives: top-dose activity change, negative = inhibition, hits mostly inhibitors; hit rate 0.043% among 380,000; AID 602233; also: % is scaled to controls: 0 for no effect and ±100 for the full control effect; nearly all actives have a fitted effect of over 60% in size
#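 Recombinant glycosomal PGK reaction used 1,3-bisphosphoglycerate generated in-well by GAPDH (100nM final) in 100mM TEA pH 7.6, 5mM MgCl2, 0.01% Tween-20. After 60 minutes at room temperature, ATP was read by Kinase-Glo Plus luminescence end-point.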
# HP1b chromo inh – inhibitors of HP1-beta chromodomain binding to methylated histone tails; hit rate 0.56% among 390,000; Potency, µM (titrated, usually from 114 µM), inactives show top-dose activity change, negative = inhibition, hits mostly inhibitors; P83916; AlphaScreen HP1-beta / biotin-H3K9me3 peptide binding; AID 540317; also: nearly all actives have a fitted effect of over 70% in size; inactives centre near 23
#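 AlphaScreen: HP1-beta (50 nM) preformed 30 min with biotin-H3(1-18)K9me3 peptide (50 nM) in PBS pH 7.4, 0.01% Tween-20. Compound added for 30 min at RT, then streptavidin donor/nickel chelate acceptor beads (10 ug/mL) for 30 min.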
# G9a block – inhibitors of human histone lysine methyltransferase G9a | Potency, µM (highest dose often 102 µM), inactives show at the top dose activity, negative = inhibition, usual class: inhibitors | hit rate 8.8% among 350,000 | Q96KQ7 | G9a H3K9 monomethylation, AlphaScreen, 2 h | AID 504332; also: % is scaled to controls: 0 for no effect and ±100 for the full control effect; nearly all actives have a fitted effect of over 75% in size
#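 AlphaScreen read-out: biotin-H3K9 peptide (500 nM) methylation by 20 nM enzyme with 20 uM SAM, 2 h at room temperature after 15 min compound preincubation; anti-monomethyl H3K9 antibody plus donor/acceptor beads, 10 min dark.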
# Active calls of the source: *; i = inactive; ? = inconclusive; . = no result given; [ ] = another dose, or the depositor's remark. Unless noted, calls follow the shape of the dose curve; as a rule, active = well fitted curve in the direction sought with a large enough effect; inconclusive = small, poorly fitted or top-dose-only effect, or another doubt; inactive = no such curve, though single readings can be large; an effect the other way counts as inactive or inconclusive. Potency is read from the fitted curve at half-maximal effect. These rows are one share of the data (hit frequency here may not be typical).
HP1b chromo inh | Pin1 inhibitor | GLS inhibitor | PGK inhibitor | JMJD2A Tudor inh | BLM helicase inh | G9a block | Pol iota inh | BAZ2B block | Molecule
19.4% | 11.1% | -2.8% | -0.9% | -17.4% | -4.9% | -9.5% | -1.1% | -16.8% | CCN(Cc1ccccc1)S(=O)(=O)c1cc(C(=O)c2c(N)n(C)c(=O)n(C)c2=O)ccc1OC
9.9% | 0.4% | 2.4% | 0.3% | -24.5% | -0.4% | 2.7%[59 µM] | 3.55µM* | ? | CC1=NN(c2cccc(Cl)c2)C(=O)C1
40.9%[activator] | -1.4% | -8.4% | i | -13.4% | -2.1% | 0.1% | 41.0%[activator] | 23.6% | CC(C)COc1nc2c(c(=O)n(C)c(=O)n2C)n1C
32.6% | 5.7% | -0.6% | -0.2% | -20.0% | -7.7% | -8.6% | ? | -27.3% | C[C@@]1([C@@H](NC(=O)c2cccs2)c2ccc(-c3ccccc3)cc2)C[C@H]1C1CCCCC1
64.0%[activator] | -1.6% | -4.0% | -8.0% | 19.9% | -6.5% | -1.5%[59 µM] | 2.6% | 73.0%[activator] | CCOc1ccc2nc(C(=O)N3CCCC(C)C3)sc2c1 (stereo not given)
40.6% | -2.6% | 13.1% | 0.5% | 4.3% | -2.9% | 28.6%[0.501 µM] | 2.5% | -0.1% | O=C(c1cnccn1)N1CCN(c2ccccc2)CC1
11.4% | -3.6% | -0.2% | -6.9% | -24.1% | -1.6% | 23.7% | 38.7%[activator] | -16.3% | OCCC1CN(Cc2cn[nH]c2C2CCCCC2)CCN1C1CCCCC1 (stereo not given)
21.1% | 5.1% | 3.2% | -0.5% | ? | -2.4% | 0.1%[12.7 µM] | 8.6% | -28.9% | Cc1nn(Cc2ccccc2Cl)c(C)c1C(=O)N1CCN(c2ccccc2)CC1
20.7% | 0.0% | 0.9% | -9.2% | 1.4% | -3.3% | 8.9%[59 µM] | 25.0% | -6.0% | O=C1C2CC=CCC2C(=O)N1Cc1ccccc1Cl (stereo not given)
30.5% | 1.6% | 6.3% | 0.6% | 3.4% | 0.2% | -0.4%[59 µM] | -23.4% | -0.9% | CCc1nc2sc3c(N4CCCCC4)ncnc3c2c2c1CCCC2

# Further records.
HP1b chromo inh | Pin1 inhibitor | GLS inhibitor | PGK inhibitor | JMJD2A Tudor inh | BLM helicase inh | G9a block | Pol iota inh | BAZ2B block | Molecule
26.7%[57 µM] | -1.0% | -5.9% | -2.8% | 1.6% | -0.5% | 5.5%[59 µM] | 2.6% | 5.4% | CCOC(=O)c1ccc2c(c1)N(CC(=O)Nc1ccc(CC)cc1)C(=O)c1ccccc1S2
90.2%[activator] | 9.7% | -1.6% | -1.3% | 39.7%[activator] | 0.7% | 80.2%[activator] | 0.1% | -3.9%[57.1 µM] | Cc1cccc(NC(=O)C2(c3ccccc3)CC2(Cl)Cl)c1 (stereo not given)
29.7% | 14.0% | -11.1% | -1.9% | -2.3% | -8.4% | 23.7%[59 µM] | 6.8% | -4.3% | COC(=O)c1scc(-c2ccc(C)cc2)c1S(=O)(=O)Nc1c(C)cc(C)cc1C
22.5% | -0.4% | -6.2% | -9.8% | 2.4% | 0.0% | 1.1%[59 µM] | 112.8%[activator] | -13.6% | O=C(CSc1ncccn1)N1CCCc2ccccc21
32.2% | 5.8% | -1.2% | 9.5% | -8.3% | 2.6% | 6.6% | 8.1% | -22.2% | CCCc1cc(=O)oc2cc(C)cc(OC(C)C(=O)NCC(O)c3ccccc3)c12 (stereo not given)
-12.4% | -3.2% | 10.9% | 1.5% | -17.8% | . | . | 42.6%[activator] | . | CC(Sc1nc2ccccc2c(=O)n1CCCN1CCOCC1)C(=O)N1CCc2ccccc21 (stereo not given)
47.2%[activator] | ? | -1.4% | -10.4% | -21.4% | -6.4% | . | 5.7% | ? | N#C/C(=C/c1ccc(-c2cc([N+](=O)[O-])ccc2Cl)o1)C(N)=O
-30.4% | 2.2% | 3.4% | -2.6% | ? | -4.0% | ? | 5.6% | ? | CCOC(=O)CN1C(=O)S/C(=C/c2cc(C)n(-c3ccccn3)c2C)C1=O
59.6%[activator] | -1.2% | -3.6% | i | -19.0% | . | . | 7.4% | . | O=C(CC1SC(N2CCOCC2)=NC1=O)Nc1ccccc1F (stereo not given)
29.0% | -0.9% | -0.5% | -4.1% | 0.0% | 2.8% | 11.6%[59 µM] | 88.6%[activator] | -3.6% | COC(=O)C1=C(C)NC(=O)C1(NC(=O)c1cccnc1)C(F)(F)F (stereo not given)

# Other records.
HP1b chromo inh | Pin1 inhibitor | GLS inhibitor | PGK inhibitor | JMJD2A Tudor inh | BLM helicase inh | G9a block | Pol iota inh | BAZ2B block | Molecule
80.1%[activator] | 0.8% | -13.5% | -1.2% | 29.1% | -8.4% | 36.4%[59 µM] | 0.1% | 4.3% | Cc1cccc(-c2nc3c4ccccc4nc(NCc4ccc(F)cc4)n3n2)c1
16.9% | -6.2% | 2.0% | -2.9% | -18.9% | -0.8% | 5.3%[12.7 µM] | 15.8% | -0.6% | O=C(CSc1nnc(Cc2ccccc2)o1)Nc1ccc(Br)cn1
1.7% | 2.6% | 10.7% | 2.8% | -9.0% | -6.8% | 13.9% | -13.6% | 4.8% | O=C(OCCOCCN=C1NS(=O)(=O)c2ccccc21)c1ccccc1Br
8.4% | ? | 3.8% | -8.0% | ? | . | 4.2%[12.7 µM] | 22.4µM* | ? | Cc1cc(C)c(S(=O)(=O)NCCSCc2ccco2)c(C)c1
41.5%[activator] | 0.8% | 2.6% | i | -20.1% | -0.7% | -7.2%[12.7 µM] | -6.0% | -8.9% | CCCS(=O)(=O)c1nc(S(=O)(=O)c2ccc(C)cc2)c(NCCN2CCOCC2)s1
16.9% | ? | 1.3% | 0.1% | ? | -0.6% | -38.6% | -15.6% | -30.3% | CCC1CCCCN1CCCNC(=O)Cn1ncc2c(C)n(Cc3ccccc3Cl)c(C)c2c1=O (stereo not given)
15.5% | 15.8% | 0.0% | -0.7% | ? | -29.2% | 4.3%[59 µM] | -1.7% | 4.0% | O=S(=O)(c1ccccc1)c1nnn2c1nc(Nc1ccccc1)c1cc(Cl)ccc12
54.7%[activator] | 54.6%[activator] | 0.0% | -2.4% | -7.9% | -7.0% | 12.0%[12.7 µM] | 32.4%[activator] | -5.2% | Cc1ccc(C(=O)Nc2ccc(C(=O)OCc3cc(=O)n4nc(C5CC5)sc4n3)cc2)cc1
8.7% | -14.9% | 4.0% | -1.5% | -12.1% | -2.3% | 18.3%[59 µM] | 20.5% | 14.0% | COc1ccc2oc(=Nc3ccccc3)c(-c3nc4ccccc4[nH]3)cc2c1
43.1%[activator] | -7.7% | -5.6% | -2.6% | -6.3% | -3.0% | -0.5% | 153.5%[activator] | 6.1% | O=C(Cn1nc([N+](=O)[O-])nc1Br)NC1CCCCC1

# Profiles, looked up by structure. Screens in order: HP1b chromo inh	Pin1 inhibitor	GLS inhibitor	PGK inhibitor	JMJD2A Tudor inh	BLM helicase inh	G9a block	Pol iota inh	BAZ2B block
# `Cc1ccc(C(=O)Nc2ccc(C(=O)OCc3cc(=O)n4nc(C5CC5)sc4n3)cc2)cc1` across the screens: 54.7%[activator]	54.6%[activator]	0.0%	-2.4%	-7.9%	-7.0%	12.0%[12.7 µM]	32.4%[activator]	-5.2%
# `Cc1cccc(-c2nc3c4ccccc4nc(NCc4ccc(F)cc4)n3n2)c1` across the screens: 80.1%[activator]	0.8%	-13.5%	-1.2%	29.1%	-8.4%	36.4%[59 µM]	0.1%	4.3%
# `O=C(CSc1nnc(Cc2ccccc2)o1)Nc1ccc(Br)cn1` across the screens: 16.9%	-6.2%	2.0%	-2.9%	-18.9%	-0.8%	5.3%[12.7 µM]	15.8%	-0.6%
# `O=C(Cn1nc([N+](=O)[O-])nc1Br)NC1CCCCC1` across the screens: 43.1%[activator]	-7.7%	-5.6%	-2.6%	-6.3%	-3.0%	-0.5%	153.5%[activator]	6.1%

# Other structures follow:
HP1b chromo inh | Pin1 inhibitor | GLS inhibitor | PGK inhibitor | JMJD2A Tudor inh | BLM helicase inh | G9a block | Pol iota inh | BAZ2B block | Molecule
40.9%[activator] | 1.0% | 1.6% | -7.4% | -13.4% | -4.9% | . | -8.4% | -0.9% | C[C@H](NC(=O)OC(C)(C)C)C(=O)N/N=C/C1=Cc2ccccc2OC1
-28.8% | ? | -22.0% | -23.7% | 79.4µM* | -9.3% | ? | ? | ? | CCc1nnc(NS(=O)(=O)c2ccc(NC(=S)NC(=O)/C=C/c3ccccc3)cc2)s1
29.4% | -0.6% | 16.3% | 3.3% | -4.7% | . | 6.3%[12.7 µM] | -2.6% | -2.6% | COc1ccccc1NS(=O)(=O)c1ccc(C)c(C(=O)NCC2(N(C)C)CCCCC2)c1
28.8% | -1.2% | 4.5% | -3.5% | -14.4% | 1.4% | ? | 1.7% | -8.3% | O=C(Cc1ccccc1[N+](=O)[O-])N/N=C/c1cccnc1
20.6% | 1.1% | -0.2% | 2.1% | -8.1% | -4.5% | 6.8%[0.0925 µM] | 10.2% | ? | Cc1cccc(NC(=O)c2cccc(N3C(=O)C4C5CCC(C5)C4C3=O)c2)c1C (stereo not given)
30.5% | -5.9% | 12.4% | 1.4% | -12.8% | 1.4% | ? | -17.7% | 25.3% | CC1CCN(C(=O)c2ccc3c(c2)OCO3)CC1
40.8%[activator] | -1.4% | 0.8% | i | -14.1% | -0.2% | -12.7%[59 µM] | 21.1% | -24.0% | O=C(CSc1nnc(C2COc3ccccc3O2)o1)NC1CCCCC1 (stereo not given)
23.4% | 9.3% | 14.5% | 2.5% | -19.7% | -5.2% | -8.6% | -2.2% | 7.6% | COc1cc(/C=N/OCC(=O)NC23CC4CC(CC(C4)C2)C3)ccc1OCc1ccccc1
17.7% | 6.1% | 1.2% | i | -4.8% | 0.8% | -26.9%[59 µM] | -5.7% | -7.7% | Cc1cc(C)n(/N=C/c2cccc([N+](=O)[O-])c2)c(=O)c1
? | -5.7% | -1.7% | -1.0% | -1.9% | 0.4% | -0.4%[59 µM] | 12.8% | -16.7% | CCc1cccc(C)c1NC(=O)C1CCN(S(=O)(=O)c2c(C)noc2/C=C/c2c(C)cc(C)cc2C)CC1

# Assay outcomes from PubChem BioAssay.
